# GSTO1 inh: GSTO1 inhibition, counter-screen for RBBP9 inhibitors; AID 1974; P78417; inhibition, % at 5.96 µM; actives 1.1% (n = 300,000); recombinant GSTO1, activity-based probe fluorescence polarization;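 active means inhibition above the campaign mean inhibition plus 3 SD, cut at about 35% in these data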;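 further: 0% = GSTO1-1 with DMSO and 100% = wells lacking GSTO1-1 enzyme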
# PME-1 inh: PME-1 (human) inhibition; recombinant PME-1, FP-Rh probe fluorescence polarization; inhibition, % at 5.9 µM; actives 0.53% (n = 320,000);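 active means inhibition above the campaign mean of all compounds plus 3 SD, cut at about 26% in these data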;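 further: competitive labeling of PME-1 active site by serine hydrolase directed probe; 0% = PME-1 with DMSO and 100% = wells lacking PME-1 enzyme; inhibitors block probe labeling so polarization falls and inhibition rises; many of its hits are not listed in these tables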
# PAD4 inh: blocks human protein arginine deiminase 4; inhibition, % at 6.36 µM; actives 0.41% (n = 330,000); AID 485272; recombinant PAD4, RCA probe fluorescence polarization;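 active means percent inhibition above a cutoff equal to the mean of all tested compounds plus 3 SD, cut at about 15% in these data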;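 further: 0% = PAD4 with RCA probe and DMSO and 100% = probe without PAD4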
# Fam108B inh: Fam108B inhibition, counter-screen for RBBP9 inhibitors; recombinant Fam108B, FP-Rh probe fluorescence polarization; inhibition, % at 9.51 µM; actives 0.33% (n = 300,000); AID 1947;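 active means inhibition above the screen mean inhibition plus 3 SD, computed separately per campaign, cut at about 18% in these data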;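 further: inhibitors lower polarization as less probe binds the enzyme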
# MEX-5 binding: C. elegans MEX-5 TCR-2 RNA binding activity; AID 1832; Q9XUB2; MEX-5/FITC-TCR2 RNA binding, fluorescence polarization; stronger effect = lower value; actives 0.38% (n = 300,000); activity score (negative = inhibition of binding), % at 10 µM;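 active means inhibition past about -25% in most replicates, and total fluorescence under double the plate's negative control median, limit read from the data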;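 further: 0% = DMSO and -100% = 5 µM competing unlabeled TCR2 RNA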
# TPT1 inh: blocks Candida albicans tRNA 2'-phosphotransferase. recombinant caTPT1, FP RNA substrate dephosphorylation. inhibition, % at 5 µM. actives 0.81% (n = 300,000);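 active means inhibition above the mean of all tested compounds plus 3 SD, set per screening campaign, cut at about 24% in these data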;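 further: plate controls were DMSO alone for no effect and ferristatin control at 100 nM for full effect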
# GLD-1 TGE inh: GLD-1-TGE RNA interaction inhibition (C. elegans); Q17339; purified GLD-1 + fluorescein TGE RNA, fluorescence polarization; inhibition, % at 5.96 µM; actives 0.44% (n = 320,000);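 active means percent inhibition above a per-plate cutoff, the plate mean of test compounds plus 3 SD, cut at about 30% in these data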;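 further: 0% = DMSO wells with GLD-1 and probe and 100% = wells lacking GLD-1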
# Target sequence (Q17339 whole entry, looked up): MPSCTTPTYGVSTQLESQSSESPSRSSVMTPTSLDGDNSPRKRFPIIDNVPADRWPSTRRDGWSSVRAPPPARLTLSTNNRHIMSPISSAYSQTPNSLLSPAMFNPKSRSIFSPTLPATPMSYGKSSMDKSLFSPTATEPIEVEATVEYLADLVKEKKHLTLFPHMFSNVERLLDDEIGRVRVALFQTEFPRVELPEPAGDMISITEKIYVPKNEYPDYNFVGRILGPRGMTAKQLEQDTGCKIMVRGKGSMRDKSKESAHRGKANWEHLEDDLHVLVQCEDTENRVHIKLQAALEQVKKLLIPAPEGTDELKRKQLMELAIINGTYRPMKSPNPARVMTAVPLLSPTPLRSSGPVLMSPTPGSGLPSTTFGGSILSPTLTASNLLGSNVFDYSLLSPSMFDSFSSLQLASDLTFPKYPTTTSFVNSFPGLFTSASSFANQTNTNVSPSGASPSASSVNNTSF
# BCLXL inh: blocks human Bcl-xL binding to Bim BH3 peptide; Q07817; GST-Bcl-xL / FITC-Bim BH3 peptide fluorescence polarization; inhibition, % at 10.9 µM; actives 0.7% (n = 320,000); AID 2129;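 active means inhibition above the mean of all tested compounds plus 3 SD, cutoff set per campaign, cut at about 30% in these data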;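 further: 0% = DMSO wells and 100% = unlabeled Bim-BH3 peptide competitor; inhibitors lower millipolarization by displacing the labeled peptide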
# Target sequence (Q07817 whole entry, looked up): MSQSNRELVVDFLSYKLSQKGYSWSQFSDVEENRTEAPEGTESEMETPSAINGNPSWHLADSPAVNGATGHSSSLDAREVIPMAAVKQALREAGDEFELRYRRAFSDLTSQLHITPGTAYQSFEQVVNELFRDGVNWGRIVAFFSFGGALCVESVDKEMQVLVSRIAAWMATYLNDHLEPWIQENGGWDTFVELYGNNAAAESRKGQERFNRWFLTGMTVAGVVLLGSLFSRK
# MCL1-BIM inh: inhibitors of human MCL1 binding to BIM-BH3 peptide | GST-MCL1 / FITC-Bim-BH3 fluorescence polarization | Q07820 | inhibition, % at 10.9 µM | actives 0.68% (n = 320,000);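 active means inhibition above the mean inhibition of all tested compounds plus 3 SD, set per campaign, cut at about 40% in these data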;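 further: 0% = DMSO wells and 100% = unlabeled Bim-BH3 peptide control; higher means more loss of mP so more displacement of Bim peptide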
# Target sequence (Q07820 whole entry, looked up): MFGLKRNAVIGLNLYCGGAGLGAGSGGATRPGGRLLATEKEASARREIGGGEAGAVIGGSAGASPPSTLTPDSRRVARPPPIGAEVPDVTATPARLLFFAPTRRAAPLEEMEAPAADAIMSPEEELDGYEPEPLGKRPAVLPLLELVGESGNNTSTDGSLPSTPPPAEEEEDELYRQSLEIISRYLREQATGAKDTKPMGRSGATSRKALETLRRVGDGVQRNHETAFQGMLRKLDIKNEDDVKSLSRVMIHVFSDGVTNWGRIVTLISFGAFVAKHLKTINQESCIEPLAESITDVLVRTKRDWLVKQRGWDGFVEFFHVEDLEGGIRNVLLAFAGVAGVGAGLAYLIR
# * marks the source's active call; other numbers are inactive results; . = not tested or not shown. Not all compounds are listed; count on the stated rates, not on these rows.
entry	compound	GSTO1 inh	PME-1 inh	PAD4 inh	Fam108B inh	MEX-5 binding	TPT1 inh	GLD-1 TGE inh	BCLXL inh	MCL1-BIM inh
1	CC(=O)Nc1sc(C)c(C)c1C(=O)OCCOc1ccccc1	-1	-3	1	-3	-0.8	1	6	0	-2
2	NC(=O)[C@H]1CC2(CC(c3cccc(NC(=O)COc4ccc(Cl)cc4)c3)=NO2)CN1C(=O)[C@H]1CCC(=O)N1 (some centres not stated)	5	-3	-3	-1	1.5	0	3	5	9
3	O=C(Nc1ccc2c(c1)oc1ccc(S(=O)(=O)N3CCCC3)cc12)C1CC1	-13	-4	7	-9	-1.6	-3	8	3	-4
4	O=C(Nc1cccc(C(=O)O)c1)/C(=C\c1ccco1)NC(=O)c1ccc(Br)o1	2	-5	-2	0	-2.7	3	4	19	18
5	CC1CCCC(C)N1C(=O)COC(=O)CNC(=O)C12CC3CC(CC(C3)C1)C2 (configuration not stated)	0	-1	1	-1	-0.8	-3	5	2	-8
6	O=C(N/N=C/c1ccco1)c1ccc(NC(=O)c2ccccc2Cl)cc1	-11	-5	-3	-1	0.3	-4	2	4	2
7	COc1cc(C#N)ccc1OCC(=O)Nc1ccc(C)c(S(=O)(=O)N2CCOCC2)c1	8	10	3	-1	1.0	-2	0	2	3
8	COC(=O)CSc1nc2ccccc2c(=O)n1C	-2	9	1	1	-0.8	0	4	3	0
9	CC(=O)Nc1ccc(C(=O)COC(=O)C2CCCCC2)c(F)c1	.	-1	-3	.	.	.	2	-2	-1
10	C[C@@H](C(=O)Nc1nc2ccc(F)cc2s1)N1C(=O)C2CC=CCC2C1=O (some centres not stated)	-4	-7	2	-5	1.2	1	7	-3	-18
11	CN(C)S(=O)(=O)c1ccc(NC(=O)COC(=O)c2ccccn2)cc1	-2	-5	3	0	-4.6	-1	9	2	2
12	COc1ccccc1-n1ccnc1SCC(=O)NC1CCCC1	1	2	3	0	2.0	-1	1	-1	-3
13	CSCCC(NC(=O)c1ccccc1)C(=O)OCC(=O)Nc1ccc(C)c(Cl)c1 (configuration not stated)	13	-7	-1	1	2.5	5	7	2	4
14	COc1ccc(S(=O)(=O)N2CCOC2CNC(=O)C(=O)NCc2ccc(F)cc2)cc1OC (configuration not stated)	-19	0	1	2	2.0	-4	-1	3	5
15	Cc1sc2ncn(CCn3cnc4sc(C)c(C)c4c3=O)c(=O)c2c1C	-3	3	1	0	-3.4	3	0	11	5
16	CC(=O)N1CCc2cc(S(=O)(=O)CCC(=O)NCc3ccc(F)cc3)ccc21	-7	-5	6	0	2.5	3	0	2	-4
17	COc1ccccc1NC(=S)NCCc1ccc(Cl)cc1	-6	5	-5	1	1.0	0	-3	9	10
18	CC12CC(NC(=O)N1CCc1ccccc1)c1cc(Cl)ccc1O2 (configuration not stated)	0	-1	-8	0	2.2	2	-3	7	-1
19	O=C(NCC1CCCO1)c1ccccc1NS(=O)(=O)c1ccc(F)cc1 (configuration not stated)	.	6	-1	.	.	.	-2	0	-7
20	O=C(COCC(=O)N/N=C/c1ccccc1F)N/N=C/c1ccccc1F	3	3	-2	-1	0.7	0	-1	7	4
21	CCCc1nnc(NC(=O)CCC(=O)NCc2ccccc2)s1	-1	-3	2	1	1.2	-5	4	2	-6
22	CCN(CC)S(=O)(=O)N1CCC(C(=O)NCC2COc3ccccc3O2)CC1 (configuration not stated)	-3	1	-2	1	-2.8	-2	7	-1	0
23	CCOC(=O)C1=C(C)NC(C)=C(C(=O)OCC)C1/C=C/c1ccccc1	4	-9	-4	-1	0.0	-3	6	6	8
24	Cc1ccc(CSCc2ccc(C(=O)NCC3CCCO3)o2)cc1 (configuration not stated)	4	-3	-1	-3	-5.3	-2	7	5	1
25	Cc1cc(N)n(-c2nc3ccccc3s2)n1	6	10	0	5	-1.5	-3	5	1	-5
26	CN1CCC(=O)N(CCOc2ccccc2)CC1	8	1	3	-4	-5.2	4	10	-1	-12
27	NC(=O)C1(NC(=O)[C@@H]2CC3(CC(c4cccc(NC(=O)c5cc([N+](=O)[O-])cc([N+](=O)[O-])c5)c4)=NO3)CN2C(=O)c2ccccc2)CC1 (some centres not stated)	-2	0	-1	2	1.7	-2	1	9	2
28	CC(Sc1nnc(C2CC2)n1C1CC1)C(=O)Nc1cccc(S(=O)(=O)N2CCOCC2)c1 (configuration not stated)	.	-7	-3	.	.	.	4	-3	-12
29	Cc1nn(C)cc1CN1CCC(CO)(CCOc2ccccc2)CC1	5	-6	1	-1	-1.3	0	-2	0	38
30	COc1ccc(Cc2nn3c(-c4ccccc4Br)nnc3s2)cc1	-14	6	2	1	0.4	-4	4	5	4
31	COc1ccc(NC2CCCN(C(=O)C3(C)CCCCC3)C2)cc1 (configuration not stated)	-2	7	-1	4	-2.9	-1	0	9	4
32	Cc1ccc(NC(=O)COC(=O)c2cc(=O)c3ccccc3o2)cc1F	.	6	2	.	.	.	0	2	-3
33	O=C(Nc1ccc(N2CCN(Cc3ccccc3Cl)CC2)cc1)c1cccnc1	0	-1	1	1	-0.5	-2	4	2	11
34	CN(C)N1C(=O)CC(N2CCCCC2)C1=O (configuration not stated)	13	1	-1	-3	1.4	3	1	2	-3
35	NC(=O)c1ccsc1NC(=O)COC(=O)c1ccc([N+](=O)[O-])o1	.	5	-13	.	.	.	4	2	3
36	Cc1cc(NC(=O)C2CC(c3cccc(Br)c3)=NO2)no1 (configuration not stated)	-3	2	1	2	-2.3	1	2	-1	-7
37	CN1C(=O)C(C)(C)N(C(=O)c2cccc([N+](=O)[O-])c2)c2ccccc21	7	3	-3	1	-0.8	-2	1	-1	-4
38	CCCc1nc2oc3c(NCCOCCO)ncnc3c2c2c1COC(C)(C)C2	-2	6	0	2	-0.2	-1	7	2	-2
39	COc1ccc(-c2nnc(SCC3CCCO3)n2C)cc1 (configuration not stated)	-1	1	2	-3	-2.8	-2	3	-3	-6
40	CCOC(=O)C1=NN(c2ccccc2)C(c2ccccc2)CC1=O (configuration not stated)	2	-2	-5	-2	-2.0	3	15	4	5

# Compound profiles, as listed above. Screens in order: GSTO1 inh, PME-1 inh, PAD4 inh, Fam108B inh, MEX-5 binding, TPT1 inh, GLD-1 TGE inh, BCLXL inh, MCL1-BIM inh
# `CCCc1nc2oc3c(NCCOCCO)ncnc3c2c2c1COC(C)(C)C2` is listed with -2, 6, 0, 2, -0.2, -1, 7, 2, -2
# `Cc1cc(NC(=O)C2CC(c3cccc(Br)c3)=NO2)no1` (configuration not stated) is listed with -3, 2, 1, 2, -2.3, 1, 2, -1, -7

# Additional compounds follow:
entry	compound	GSTO1 inh	PME-1 inh	PAD4 inh	Fam108B inh	MEX-5 binding	TPT1 inh	GLD-1 TGE inh	BCLXL inh	MCL1-BIM inh
41	CCc1ccc(C(=O)Nc2nc(C)cs2)s1	3	-5	-1	2	1.5	-1	0	3	7
42	C=CCn1c(-c2cccc(OC)c2)n[nH]c1=S	-3	0	1	-1	1.9	0	1	-4	-5
43	COc1ccc2oc(C(=O)N3CCN(S(=O)(=O)c4cccc([N+](=O)[O-])c4)CC3)c(C)c2c1	-3	8	-5	1	0.5	1	7	0	46*
44	CC(C)C(NS(=O)(=O)c1cccs1)C(=O)N1CCc2ccccc2C1 (configuration not stated)	6	1	-8	1	1.5	0	-1	2	3
45	Cc1[nH]n(-c2ccccc2)c(=O)c1C=NCCc1ccccc1	2	2	-1	0	-0.7	-4	-4	0	3
46	O=C(NC1CCCCCC1)c1cccs1	1	2	-3	-1	-1.9	-2	4	3	7
47	CC(=O)CCc1ccc2oc(C(=O)O)c(C)c2c1	-3	-1	-2	-4	1.7	-1	-1	3	-3
48	O=C(NCCC1=CCCCC1)C1CCN(S(=O)(=O)c2ccccc2)CC1	12	24	-1	1	-1.2	-2	8	6	5
49	COc1ccc(-c2nn(CCC#N)cc2/C=N/O)cc1	4	2	0	-4	1.1	0	-2	8	2
50	CC(NC(=O)CCNC(=O)N1CCn2c1nc1ccccc12)c1ccccc1 (configuration not stated)	-2	4	10	-6	-0.7	0	2	4	2
51	CCN1C/C(=C/c2ccc(OC)c(O)c2)C(=O)/C(=C/c2ccc(OC)c(O)c2)C1	26	2	-2	-4	-20	1	4	8	2
52	O=C(NC1CCS(=O)(=O)C1)/C(=C/c1ccco1)NC(=O)c1ccccc1 (configuration not stated)	-3	0	-6	1	-2.1	2	2	2	2
53	O=C(C1CCCN1S(=O)(=O)c1cccc2nsnc12)N1CCN(c2ccccc2)CC1 (configuration not stated)	2	0	-3	1	0.5	-1	-2	-1	-4
54	CCOC(=O)c1c(NC(=O)c2ccc(N3C(=O)[C@@H]4[C@H](C3=O)[C@H]3C=C[C@@H]4C3)cc2)sc2c1CCCC2	-7	-3	1	-7	1.0	2	-4	-2	0
55	COc1ccc(C(=O)N/N=C2\SCC(=O)N2Cc2ccc3c(c2)OCO3)c(OC)c1	-3	8	-4	-2	-0.6	0	-3	4	-2
56	CN1CCN(c2nc(N3CCN(c4ccccc4)CC3)ncc2F)CC1	6	-4	-3	5	1.7	0	5	5	9
57	Cc1ccc(N=c2c([N+](=O)[O-])nn(-c3ccccc3)n2O)c(C)c1	-4	10	-7	3	-0.7	-1	7	7	5
58	CCCOc1ccc(-c2nnc(-c3ccco3)o2)cc1	-12	-16	-3	-2	1.0	0	9	2	6
59	COC(=O)C1NC(=O)N2C(C(=O)OC)C(C)(C)S[C@H]12 (some centres not stated)	9	-5	3	-5	1.5	-1	-4	-5	-9
60	Cc1ccc(S(=O)(=O)CCC(=O)OCC(=O)N2CCN(S(=O)(=O)c3ccccc3)CC2)cc1	10	5	3	4	0.4	-3	5	-1	-8
61	COc1ccc(C(=O)NCCc2cc3c(OC)ccc(OC)c3[nH]c2=O)cc1OC	21	5	-6	-2	-1.3	0	-1	4	0
62	Cc1cc(C)n2nc3ccccc3c2n1	0	2	-7	3	-3.4	4	-6	2	5
63	C=C1N(CCCCCC(=O)O)C(=O)OC12CCCCC2	0	-3	-5	2	0.5	-2	4	1	0
64	COc1ccc(Cc2noc(CN(C)CC3(N4CCOCC4)CCCCC3)n2)cc1OC	0	6	-6	5	1.4	2	5	-4	-7
65	O=C1c2ccccc2C(=O)N1CCCCCc1nc(-c2ccccc2)no1	-11	-2	-3	5	1.2	-2	0	4	1
66	CCC1CCCCN1C(=O)c1sc2nc(C)nc(N(CC)CC)c2c1C (configuration not stated)	7	-3	-4	3	0.4	1	5	0	2
67	O=C(NCCc1ccccn1)c1cc(-c2cccc3ccccc23)nc2ccccc12	-2	-6	-4	-1	1.7	-4	0	3	0
68	CCCCC(=O)Nc1ccc(NC(=O)c2ccccc2[N+](=O)[O-])cc1OC	3	4	1	5	2.1	-2	-7	4	3
69	Cc1ccc(S(=O)(=O)NC(CC(C)C)C(=O)N2CCCC2)cc1 (configuration not stated)	-1	4	1	2	2.1	0	8	1	3
70	Cc1ccc(O)c(-c2cc(-c3ccc(F)cc3)no2)c1	5	-10	6	-2	0.5	-3	8	2	0
71	COc1c(C)cc(S(=O)(=O)NCc2ccccn2)c(C)c1C	3	6	-2	-3	2.3	-1	-1	7	9
72	COc1cccc(OCc2cc(C(=O)NCc3ccccn3)no2)c1	-4	5	-2	-1	2.4	0	6	8	10
73	CC(C)(C)c1cc(C(=O)N2CCc3ccccc32)ccn1	5	0	-2	-1	-0.3	-2	-3	-1	0
74	O=C(Cc1ccccc1)N/N=C/c1ccc(S(=O)(=O)O)o1	1	1	2	3	-0.3	-1	0	3	-3
75	CCOc1ccc(C(C(=O)NCC2CCCO2)N(C(=O)c2snc(C(N)=O)c2N)c2ccc3c(c2)OCCO3)cc1 (configuration not stated)	-2	3	-1	0	1.9	3	-9	1	-5

# Compound activity from PubChem.
